TSG101-PTAP inh – blocks PTAP/TSG101 interaction to inhibit HIV-1 budding; Q99816; Fluorescence polarization, FITC-PTAP peptide / Tsg101 binding; Potency, µM (doses to about 115 µM), without a hit: top-dose activity change, negative = inhibition, most hits filed as inhibitors; 340,000 tested, under 10 active; active = well fitted inhibition curve with a large enough effect in the main read-out, with a control signal flat, not every such curve was filed as active; inconclusive = small, poorly fitted or top-dose-only effect, or effect the other way, or a change in a side signal; inactive = no such curve, though single readings can be large or run the other way; also: potency is read from the fitted curve at half-maximal effect; % of control where 0% means no effect
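Compounds were pin-transferred onto Tsg101 binding domain (10 uM final) in HEPES pH 7.5 buffer, then FITC-PTAP peptide was added at 50 nM final. After 20 min at RT, polarization reported peptide displacement across a qHTS concentration series.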
TSHR antag – blocks TSH signaling through the human TSH receptor | TSHR-expressing cells, TSH-stimulated cAMP HTRF, 2 h; active compounds read low | activity change, negative = inhibition, % at 11.5 µM | 330,000 compounds, 0.2% hits | AID 504810;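 active = activity change below a set negative limit, meaning inhibition stronger than a set level, cut at about -70% in these data; inconclusive = activity change between two set negative limits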; also: % is scaled to controls: 0 for no effect and ±100 for the full control effect
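Inhibition of cAMP made by TSHR-expressing cells under TSH stimulation (4nM final, EC80; 2 h, 37 deg C) is quantified with a one-step lysis HTRF kit, anti-cAMP cryptate versus cAMP-d2.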
Mito fusion act – mitochondrial division inhibition or fusion activation; S. cerevisiae fusion-defective mutant growth rescue, CellTiterGlo 48 h; Potency, µM (titrated, usually from 46.1 µM), for the others: at the top dose growth rescue (activation), hits mostly activators; 320,000 compounds, 0.23% hits; AID 485298;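 also: potency is read from the fitted curve at half-maximal effect; % of control where 0% means no effect; nearly all actives have a fitted effect of over 45% in size; temperature-sensitive fusion mutants such as fzo1-1 at 37 °C on non-fermentable ethanol glycerol medium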
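Read-out: ATP-based luminescence (CellTiterGlo, 10 min ambient) reporting growth of fusion-defective ts yeast after 48 hours at 37C on glycerol/ethanol YPEG medium in the presence of compound.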
a7 integrin act – activators of alpha7 integrin expression for muscular dystrophy; alpha7betagal myoblasts, beta-gal FDG fluorescence, 48 h; Potency, µM (series often up to 38.3 µM), without a hit: at the highest dose activation, usual class: activators; 350,000 compounds, 0.064% hits;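 also: potency is read from the fitted curve at half-maximal effect; 100% = response of the positive control SU9516; nearly all actives have a fitted effect of over 60% in size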
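alpha7betagal+/- myoblasts (passage 13, 250/well) treated 48 h at 37C with compounds at 1:260 dilution of DMSO stock. Lysed, then beta-galactosidase activity read as FDG fluorescence (ex 480/em 540) after 30 min, with pre-read for autofluorescence.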
Tb PFK inh – inhibitors of T. brucei phosphofructokinase; AID 485367; Potency, µM (top dose mostly 57.5 µM), inactives show top-dose activity, negative = inhibition, usual class: inhibitors; T. brucei PFK, ADP-Glo luminescence; 330,000 compounds, 0.17% hits;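 also: potency is read from the fitted curve at half-maximal effect; 0% = uninhibited 1x PFK enzyme wells and -100% = no-enzyme wells; nearly all actives have a fitted effect of over 60% in size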
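Compounds were pin-transferred as a titration series up to 57 uM into substrate buffer (0.5 mM F6P, 0.1 mM ATP, pH 8.0), then 1.25 nM PFK was added and reactions ran 45 min before ADP-Glo detection.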
Chronic BCR inh – chronic active BCR signaling inhibition. ABC-DLBCL IkBa-CBG/CBR reporter, luminescence ratio, 4 h. Potency, µM (highest dose often 46.1 µM), for the others: at the top dose ratio change, negative = lower green/red ratio, usual class: inhibitors. 340,000 compounds, 0.05% hits; active = well fitted inhibition curve with a large enough effect in the signal ratio, with a control signal flat, not every such curve was filed as active; inconclusive = small, poorly fitted or top-dose-only effect, or effect the other way, or a change in a side signal; the % refers to the signal ratio;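 also: potency is read from the fitted curve at half-maximal effect; plate controls were basal doxycycline-induced cells for no effect and cells given 10 µM MG132 for full effect; MG132 reads +100%, hits lower the ratio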
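Compounds up to 46 uM were incubated four hours with TMD8 cells whose green CBG68 luciferase is fused to IkappaBalpha; red CBR luminescence normalised the signal, and concentration-effect curves were fitted to fusion, red and ratio data.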
Eya2 phos inh – Eya2 (human) phosphatase inhibition; AID 488837; Potency, µM (top dose mostly 76.9 µM), inactives show at the highest dose activity, negative = inhibition, most hits filed as inhibitors; O00167; recombinant Eya2, OMFP fluorescence dephosphorylation (OMFP is methylfluorescein phosphate); 330,000 compounds, 0.006% hits; also: potency is read from the fitted curve at half-maximal effect; % is scaled to controls: 0 for no effect and ±100 for the full control effect
Target sequence (O00167 whole entry, looked up): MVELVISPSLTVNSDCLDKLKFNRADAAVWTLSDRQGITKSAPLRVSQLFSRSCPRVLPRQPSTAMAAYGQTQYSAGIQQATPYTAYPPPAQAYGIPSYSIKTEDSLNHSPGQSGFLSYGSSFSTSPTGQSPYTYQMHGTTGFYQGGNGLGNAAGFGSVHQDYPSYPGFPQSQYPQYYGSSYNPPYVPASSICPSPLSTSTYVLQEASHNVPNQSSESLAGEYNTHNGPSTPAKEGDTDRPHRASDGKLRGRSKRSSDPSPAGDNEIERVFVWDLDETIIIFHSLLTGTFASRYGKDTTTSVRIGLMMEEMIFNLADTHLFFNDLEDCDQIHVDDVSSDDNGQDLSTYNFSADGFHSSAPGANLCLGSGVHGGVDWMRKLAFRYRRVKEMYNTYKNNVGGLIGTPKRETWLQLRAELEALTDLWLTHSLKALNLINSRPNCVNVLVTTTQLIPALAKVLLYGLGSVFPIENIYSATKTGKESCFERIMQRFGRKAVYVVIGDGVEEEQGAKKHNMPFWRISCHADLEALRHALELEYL
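Eya2 (0.2 uM) preincubated 10 min at ambient with compound, then OMFP substrate added at 50 uM; 10 min reaction in 50 mM HEPES pH 7.5, 50 mM NaCl, 5 uM MgCl2, 0.05% BSA, 1 mM DTT. Fluorescence read at Ex 485/Em 525 nm.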
S-ASM inh – inhibitors of human secretory acid sphingomyelinase; placental ASM, HMU-PC fluorogenic substrate, 60 min; Potency, µM (series often up to 57.5 µM), without a hit: top-dose activity change, negative = inhibition, usual class: inhibitors; 340,000 compounds, 0.006% hits; also: potency is read from the fitted curve at half-maximal effect
Target sequence (P17405 47-631 limits assumed): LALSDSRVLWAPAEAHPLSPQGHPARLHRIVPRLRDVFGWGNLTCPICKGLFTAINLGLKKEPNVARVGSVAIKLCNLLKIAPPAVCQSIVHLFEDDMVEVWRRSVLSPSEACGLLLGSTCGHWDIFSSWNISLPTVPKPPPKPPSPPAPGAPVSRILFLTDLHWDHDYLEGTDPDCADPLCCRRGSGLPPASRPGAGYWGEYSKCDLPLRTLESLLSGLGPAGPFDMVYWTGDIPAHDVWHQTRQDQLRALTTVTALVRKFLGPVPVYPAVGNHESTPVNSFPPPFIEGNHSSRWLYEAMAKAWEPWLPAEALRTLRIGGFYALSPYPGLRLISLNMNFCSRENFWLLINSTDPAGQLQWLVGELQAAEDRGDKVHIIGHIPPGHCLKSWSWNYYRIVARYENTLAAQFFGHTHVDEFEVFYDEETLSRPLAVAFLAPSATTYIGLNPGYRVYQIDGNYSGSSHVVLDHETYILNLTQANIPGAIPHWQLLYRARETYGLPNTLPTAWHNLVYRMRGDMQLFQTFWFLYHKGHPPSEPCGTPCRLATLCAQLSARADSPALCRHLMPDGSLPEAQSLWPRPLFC
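Fluorescence read-out (Ex 386 nm, Em 447 nm) after stopping the reaction at pH 10. Enzyme: ASM from human placenta; substrate HMU-PC0, 9 uM final; 60 min, 37 °C. Compound preincubation 10 min, ambient temperature.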
AT treatment – potential ataxia-telangiectasia treatment; […] A-T fibroblasts, KAP-1 phosphorylation AlphaLISA; neocarzinostatin DNA damage 30 min before lysis; Potency, µM (series often up to 57.5 µM), for the others: top-dose activation, hits mostly activators; 320,000 compounds, 0.19% hits; also: potency is read from the fitted curve at half-maximal effect; % of control where 0% means no effect; nearly all actives have a fitted effect of over 45% in size
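ATM-like activity read as KAP-1 phosphorylation via AlphaLISA donor/acceptor antibody pairs after lysis and 6 hr at 25C. Cells were ATM-null patient fibroblasts ([…], hTERT), dosed 60 min, then exposed to the DSB inducer NCS for 30 min.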
ELG1 DNA repair – blocks ELG1-dependent DNA repair in HEK293T cells; HEK293T ELG1-luciferase reporter, luminescence, 16 h; DNA damage induced by 5-fluorouridine; Potency, µM (top dose mostly 46.1 µM), without a hit: at the top dose activity change, negative = inhibition, actives largely listed as inhibitors; 330,000 compounds, 2.3% hits; also: potency is read from the fitted curve at half-maximal effect; % is scaled to controls: 0 for no effect and ±100 for the full control effect; nearly all actives have a fitted effect of over 55% in size
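Reporter activity after DNA damage by 5-fluorouridine is monitored. Compound-treated cells incubate 16 hr at 37 °C, then ONE-Glo is added for 30 min before luminescence reading.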
TCR activator – T cell receptor activation. primary human leukocytes, anti-CD3, IL-2 HTRF, 48 h. Potency, µM (series often up to 9.22 µM), without a hit: at the highest dose activation of IL-2 secretion, actives largely listed as activators. 330,000 tested, under 10 active; also: % of control where 0% means no effect
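IL-2 produced over 48 hr by a-CD3 bead-stimulated primary human leukocytes exposed to compounds was detected with a homogeneous time-resolved FRET immunoassay, 665nm acceptor signal after 320nm excitation.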
Starred values were filed as active, the others as inactive; u = inconclusive; x = not tested or not shown; [ ] = another dose, or the depositor's remark. Unless noted, calls follow the shape of the dose curve; as a rule, active = well fitted curve in the direction sought with a large enough effect; inconclusive = small, poorly fitted or top-dose-only effect, or another doubt; inactive = no such curve, though single readings can be large; an effect the other way counts as inactive or inconclusive.

SMILES	TSG101-PTAP inh	TSHR antag	Mito fusion act	a7 integrin act	Tb PFK inh	Chronic BCR inh	Eya2 phos inh	S-ASM inh	AT treatment	ELG1 DNA repair	TCR activator
Cc1cc(OC(=O)c2ccccc2Br)cc(=O)n1C	4%	3	0%	-17%	-3%	u	-1%	5%	0%	u	7%
O=C(CSc1nc2c(c(=O)[nH]1)CCC2)Nc1ccc(F)cc1	-13%	-2	-4%	-9%	-1%	u	0%	2%	8%	7%	3%
CSc1ccc(CCNC(=O)CCc2nnc3ccc(NCCCN4CCCC4=O)nn23)cc1	4%	-7	-2%	-29%	1%	2%	-4%	3%	0%	-1%	-27%
Cc1ccc(C(=O)CCC(=O)N(C)CC(=O)Nc2ccccc2Br)cc1	2%	-1	1%	10%	1%	-6%	8%	-4%	5%	9%	-2%
Cc1nc2nc(C)c(CCC(=O)N3CCOCC3)c(C)n2n1	-1%	9	-2%	8%	8%	0%	-19%	1%	1%	3%	0%
Cc1cc2oc(C(=O)N(Cc3ccc(N(C)C)cc3)CC3CCCO3)c(C)c2cc1C (centres undefined)	2%	15	-7%	29%	7%	u	-13%	-1%	-9%	6%	3%
COc1ccc(C2NC(=O)c3ccccc3O2)c(OC)c1OC (centres undefined)	-9%	-39	12%	6%	-1%	-4%	-12%	-16%	3%	0%	6%
O=S(=O)(O)c1nc2ccccc2n1Cc1ccccc1	-8%	-24	-2%	-15%	-4%	u	-3%	8%	5%	12%	-3%
COc1ccccc1C(=O)N1CCNC(=O)C1CC(=O)Nc1ccc(Cl)cc1 (centres undefined)	-1%	-3	-4%	-8%	-2%	4%	14%	-1%	3%	8%	3%
O=C(NCCCN=C1NS(=O)(=O)c2ccccc21)c1ccco1	-10%	15	0%	12%	4%	-15%	8%	0%	-1%	17%	-8%[46.1 µM]
CN1CCN(c2ccc(S(=O)(=O)N3CCCCC3)cc2NC(=O)COc2ccc([N+](=O)[O-])cc2)CC1	0%	-3	0%	4%	2%	-13%	5%	x	4%	14%	2%
COc1ccc(NC(=O)Cc2nnc(SCC(=O)NC3CCCC3)n2C)cc1	-1%	9	-2%	9%	2%	1%	1%	3%	0%	21%	3%
CC(C)CN(C(=O)CSc1nc2ccccc2[nH]1)C1CCS(=O)(=O)C1 (centres undefined)	-1%	14	x	-7%	-6%	1%	-1%	7%	10%	-10%	-6%
CC1CN=C(Nc2cccc(S(=O)(=O)N(C)C)c2)S1 (centres undefined)	-3%	-3	3%	-5%	8%	9%	-19%	-3%	-4%	1%	2%
CN(C)c1nnnn1-c1ccc(Oc2ncc(C(F)(F)F)cc2Cl)cc1	-1%	14	-5%	-13%	-3%	u	14%	-1%	9%	u	1%

Pulled by compound from the entries so far, 5 records:
SMILES	TSG101-PTAP inh	TSHR antag	Mito fusion act	a7 integrin act	Tb PFK inh	Chronic BCR inh	Eya2 phos inh	S-ASM inh	AT treatment	ELG1 DNA repair	TCR activator
Cc1cc(OC(=O)c2ccccc2Br)cc(=O)n1C	4%	3	0%	-17%	-3%	u	-1%	5%	0%	u	7%
Cc1cc2oc(C(=O)N(Cc3ccc(N(C)C)cc3)CC3CCCO3)c(C)c2cc1C (centres undefined)	2%	15	-7%	29%	7%	u	-13%	-1%	-9%	6%	3%
CC(C)CN(C(=O)CSc1nc2ccccc2[nH]1)C1CCS(=O)(=O)C1 (centres undefined)	-1%	14	x	-7%	-6%	1%	-1%	7%	10%	-10%	-6%
COc1ccc(NC(=O)Cc2nnc(SCC(=O)NC3CCCC3)n2C)cc1	-1%	9	-2%	9%	2%	1%	1%	3%	0%	21%	3%
Cc1ccc(C(=O)CCC(=O)N(C)CC(=O)Nc2ccccc2Br)cc1	2%	-1	1%	10%	1%	-6%	8%	-4%	5%	9%	-2%

Record cards, from the list above:
Listed for CN(C)c1nnnn1-c1ccc(Oc2ncc(C(F)(F)F)cc2Cl)cc1 → TSG101-PTAP inh: -1%; TSHR antag: 14; Mito fusion act: -5%; a7 integrin act: -13%; Tb PFK inh: -3%; Chronic BCR inh: u; Eya2 phos inh: 14%; S-ASM inh: -1%; AT treatment: 9%; ELG1 DNA repair: u; TCR activator: 1%
Listed for COc1ccc(C2NC(=O)c3ccccc3O2)c(OC)c1OC (centres undefined) → TSG101-PTAP inh: -9%; TSHR antag: -39; Mito fusion act: 12%; a7 integrin act: 6%; Tb PFK inh: -1%; Chronic BCR inh: -4%; Eya2 phos inh: -12%; S-ASM inh: -16%; AT treatment: 3%; ELG1 DNA repair: 0%; TCR activator: 6%

(cont.)
SMILES	TSG101-PTAP inh	TSHR antag	Mito fusion act	a7 integrin act	Tb PFK inh	Chronic BCR inh	Eya2 phos inh	S-ASM inh	AT treatment	ELG1 DNA repair	TCR activator
COc1cc(C2C(C#N)=C(N)N(c3cccnc3)C3=C2C(=O)CC(C)(C)C3)ccc1O (centres undefined)	3%	2	0%	-22%	-2%	-1%	13%	7%	-2%	-1%	0%
Cc1ccc(CN(C)C(=O)C2CCC(=O)N(CC3CCCCC3)C2)o1 (centres undefined)	-4%	18	5%	4%	-5%	-1%	7%	6%	38%	6%	1%
CCOC(=O)[C@@H]1[C@H]2COc3ccc(Br)cc3[C@@H]2N2C(=O)N(c3cccc(Cl)c3)C(=O)[C@@]12C	0%	-13	x	4%	-1%	5%	4%	-3%	5%	-2%	-6%
O=C(CCS(=O)(=O)c1ccccc1)Nc1nc(-c2cccs2)cs1	0%	17	22%	-61%[inhibitor]	3%	8%	8%	-13%	-13%	u	6%
Cc1ccc(-n2nc3c(=O)n(CCCC(=O)NCc4ccc(Cl)cc4)nc(C)c3c2C)cc1	0%	-11	5%	9%	-1%	5%	7%	-3%	2%	u	1%
Cc1cnc(C(=O)Nc2ccc(C)c(S(=O)(=O)N3CCCCCC3)c2)cn1	-1%	-14	7%	-4%	-14%	-8%	-25%	x	5%	-15%	2%
CCOC(=O)C1CCCN(CCC(=O)Nc2ccccc2)C1 (centres undefined)	-2%	-6	1%	10%	1%	-16%	-15%	0%	0%	1%	-2%
Cc1ccc(/C(O)=C2\C(=O)C(=O)N(C)C2c2ccc(Br)cc2)cc1 (centres undefined)	-3%	-5	-2%	0%	1%	1%	-4%	-1%	2%	-11%	x
Cc1cc(NC(=O)CC2CCCC2)ccc1Br	-6%	-3	8%	21%	0%	u	2%	-4%	5%	u	-1%
O=C(NCCCCc1ccccc1)C1CC(c2ccc([N+](=O)[O-])cc2)=NO1 (centres undefined)	-3%	-8	-1%	0%	4%	-2%	-19%	-9%	5%	-3%	-4%
Cc1oc(-c2ccccc2F)nc1CS(=O)(=O)CC(=O)NCCCc1ccccc1	-4%	-2	-3%	-5%	-1%	5%	-11%	-2%	-3%	-27%	5%
COc1ccc2[nH]c(=O)c(CN(CCc3ccccc3)C(C)=O)cc2c1	-4%	6	-1%	20%	-19%	-6%	u	15%	2%	1%	3%
CC(C)CCN1C(=O)c2ccc(C(=O)Nc3ccccc3C(=O)O)cc2C1=O	-5%	-23	11%	-5%	-2%	u	-6%	16%	0%	16%	-7%
COc1nc(NCc2ccco2)nc(N2CCC(C)CC2)n1	0%	-10	23%	-10%	-4%	u	-14%	0%	13%	0%	0%
COc1ccc(Cc2nnc(NCCO)[nH]c2=O)cc1OC	-1%	3	3%	5%	3%	2%	8%	4%	-17%	6%	-4%
CCOc1ccccc1-n1c(=S)sc2c(=O)n(-c3ccc(F)cc3)c(SCC(=O)O)nc21	-7%	-71*	6%	36%	1%	-1%	3%	5%	-1%	7%	7%
CCc1cccc(CC)c1NC(=S)NCC(c1cccnc1)N(C)C (centres undefined)	-3%	-3	26%	14%	1%	u	16%	7%	-3%	-3%	0%
O=C(NCCc1ccccc1)c1cc(=O)c2ccccc2o1	-1%	15	7%	-24%	5%	u	-4%	3%	-1%	3%	8%

Screening results from PubChem.

Rows were taken by chance (roughly 3.2% active in at least one column).
